High-throughput results as filed in PubChem BioAssay.
TbREL1 inh = TbREL1 inhibition, primary screen | TbREL1 RNA ligation, FRET fluorescence | AID 1117264 | actives 0.49% (n = 89,000) | inhibition, % at 9.66 µM | P86926;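 active means inhibition above the mean inhibition across all screened compounds plus 3 SD, cut at about 11% in these data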;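 further: 0% = plate median of test wells and 100% = NSC42067 control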
Target sequence (P86926 whole entry, looked up): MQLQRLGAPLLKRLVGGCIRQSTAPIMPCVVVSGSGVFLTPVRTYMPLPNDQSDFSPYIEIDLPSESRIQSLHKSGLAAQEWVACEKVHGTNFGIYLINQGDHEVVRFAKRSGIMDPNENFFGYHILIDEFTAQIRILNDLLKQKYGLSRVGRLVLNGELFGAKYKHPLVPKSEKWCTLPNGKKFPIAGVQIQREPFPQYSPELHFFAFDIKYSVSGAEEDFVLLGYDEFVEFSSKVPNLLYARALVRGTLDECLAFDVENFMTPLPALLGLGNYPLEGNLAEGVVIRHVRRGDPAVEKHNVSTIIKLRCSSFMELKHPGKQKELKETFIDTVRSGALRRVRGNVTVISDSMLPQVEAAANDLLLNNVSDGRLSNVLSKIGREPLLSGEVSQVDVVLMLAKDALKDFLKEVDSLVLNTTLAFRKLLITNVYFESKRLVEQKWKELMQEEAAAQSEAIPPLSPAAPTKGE
* = called active by the depositor. These rows are one share of the data, so the mix of outcomes need not match the whole.

TbREL1 inh | structure
-1.0 | CCCOc1ccc(N2C(=O)CC(NCc3cccnc3)C2=O)cc1 (stereo not drawn)
-2.2 | Cc1nn(CC(=O)Nc2ccc(C(=O)N3CCCCC3)cc2)c(=O)c2ccccc12
1.2 | O=C(NCc1ccccc1)C1CCCN(S(=O)(=O)c2ccc(-n3cnnn3)cc2)C1 (stereo not drawn)
0.8 | CCOCCCNC(=O)c1c(N)n(-c2ccc(S(N)(=O)=O)cc2)c2nc3ccccc3nc12
5.2 | FC(F)(F)c1cc(-c2ccco2)nc(NCCc2ccccc2)n1
-1.3 | O=C(CSc1c[nH]c2ccccc12)N1CCOCC1
-1.4 | COc1ccc(OC)c(/C=C/C(=O)OCC(=O)Nc2ccc(Cl)c(S(=O)(=O)N(C)C)c2)c1
-1.9 | C/C(=N\NC(=O)C1CC1)c1ccc(C)c(C)c1
2.6 | CCOc1ccc(S(=O)(=O)Nc2cccc(C(=O)NCCCN3CCCC3=O)c2)cc1
-2.8 | CCN(CC(=O)Nc1ccccc1C(F)(F)F)C(=O)CCSc1ccc(F)cc1
1.0 | CCOC(=O)c1ccc(NC(=O)CSc2nnc(SCc3cccc4ccccc34)s2)cc1
2.4 | CCNc1ccc(C(=O)OCC(=O)N2c3ccccc3NC(=O)C2(C)C)cc1[N+](=O)[O-]
0.2 | CCSc1c(-c2ccccc2)nc2c(C)cccc2c1C(=O)O
5.9 | Cc1noc(C)c1S(=O)(=O)N(C)C[C@H]1OCCCC[C@@H](C)Oc2ccc(NC(=O)CCCN(C)C)cc2C(=O)N([C@H](C)CO)C[C@@H]1C
-1.9 | COc1ccc(C2C3=C(CCCC3=O)Nc3nc(C(F)(F)F)nn32)c(OC)c1OC (stereo not drawn)
-3.8 | CC(C)[C@H](NC(=O)OC(C)(C)C)c1cc(C(=O)NC2CC2)c(N)s1
-0.6 | Cn1cccc1Cc1nnc(SCC(=O)NC2CCCC2)n1-c1ccc(F)cc1
1.9 | Cc1oc(S(=O)(=O)N2CCOCC2)cc1C(=O)Nc1ccc(F)cc1
-2.8 | Cc1cc(C)n2nc(SCc3ncc(-c4ccccc4)o3)nc2n1
0.4 | CC(C)(CNC(=O)c1ccc([N+](=O)[O-])c(Cl)c1)CNC(=O)c1ccc([N+](=O)[O-])c(Cl)c1
-2.5 | CC(C)(C)c1ccc(S(=O)(=O)N2CCN(CC(O)COCC3CCCO3)CC2)cc1 (stereo not drawn)
6.0 | O=C(OCC#CCSc1nnc(-c2ccccc2)o1)c1cccs1
4.3 | Cc1ccc2nc(SCC(=O)NCc3ccco3)nc(=O)n2c1
-0.3 | Cc1ccccc1Cn1c(Cc2ccccc2)nc2ccccc21
3.6 | CCn1cc(C(=O)N[C@@H](CCSC)C(=O)NCCO)c(=O)c2cc3c(cc21)OCO3
2.5 | CCOC(=O)c1oc2ccccc2c1NC(=O)c1cccs1
4.4 | O=C(Nc1nc2ccccc2s1)c1ccc(Cl)s1
2.4 | Cc1sc2nc(CSCC(=O)N3CC(C)OC(C)C3)[nH]c(=O)c2c1C (stereo not drawn)
8.5 | Cc1ccc(NC(=O)CNC(=O)c2ccc(C)s2)nc1
1.4 | N/C(=N\OC(=O)c1ccc(Cl)c(Cl)c1)c1cccnc1
-0.1 | Cc1cc(C(=O)OCC(=O)Nc2ccccc2Cl)c(C)o1
1.7 | O=C(CCn1c(=O)[nH]c2ccsc2c1=O)Nc1ccc(F)c(F)c1
2.8 | O=C(Cn1nnc(N2CCCCC2)n1)c1ccc(Cl)c(Cl)c1
1.1 | O=C(OC(C(=O)NC1CCCC1)c1ccccn1)c1cccs1 (stereo not drawn)
-1.6 | Nc1nnc(SCC(=O)NNC(=O)c2ccccc2F)s1
-0.4 | O=C(c1ccccc1)C(c1ccccc1)c1ccccc1
-1.2 | O=C(CNCc1ccccc1Cl)Nc1cc(S(=O)(=O)N2CCOCC2)ccc1Cl
-1.5 | Clc1nnc2c3ccccc3ccn12
2.7 | Cc1cc(NC(=O)Nc2cccc([N+](=O)[O-])c2)no1
0.5 | Cc1cc(Oc2ccccc2)nc(SCC(N)=O)n1
0.6 | Cc1cccc(NC(=O)c2ccc(Cl)nc2)n1
1.5 | Cc1cc(C(O)c2ncc(-c3ccccc3Cl)[nH]2)ccc1F (stereo not drawn)
-2.9 | CCn1c(=S)[nH]c2nc3c(cc2c1=O)CCCC3
0.2 | COC(C[C@@H](O)CC(=O)COCc1ccccc1)OC
-2.3 | Cc1cccc(C(=O)NC2CCN(CC(=O)Nc3ccc4c(c3)OCO4)CC2)c1
3.5 | CC1=C(C(=O)OCC2CCCO2)C(c2ccccc2Cl)NC(=O)N1 (stereo not drawn)
0.6 | CCOC(=O)c1c(C)[nH]c(C)c1C(=O)COC(=O)c1ccc(Cl)c(S(N)(=O)=O)c1
-0.5 | O=C(Cc1cccc(NC(=O)C2CCCN(C(=O)CCc3ccccc3)C2)c1)Nc1cccc(C(=O)N2CCOCC2)c1 (stereo not drawn)
0.6 | CCOC(=O)CSc1nnc(CSc2nc3sc4c(c3c(=O)[nH]2)CCC4)n1C
-2.1 | Cc1cc(NC(=O)CCC(=O)N(c2cccc(F)c2)C(C(=O)NC2CCCC2)c2ccc(C)o2)no1 (stereo not drawn)
-0.3 | O=[N+]([O-])c1ccc2c(c1)CO[C@@]21O[C@H](CCO)C[C@H](O)[C@H]1O
2.3 | COC(=O)c1sc(NC(=O)CSc2nnnn2-c2cccc(OC)c2)nc1C
-1.9 | COC(=O)CCC(=O)Nc1ccc(N=Nc2ccccc2)cc1
-0.3 | COCOCCn1cc(CN2CCS(=O)(=O)N(Cc3ccc(-c4ccc(Cl)c(Cl)c4)cc3)C(C)C2=O)nn1 (stereo not drawn)
-0.9 | CCCNC(=O)CSc1nnc(-c2ccco2)n1C
-1.3 | Cn1c(SCC(=O)c2ccc(F)cc2)nnc1-c1ccccc1N
0.1 | CCOc1ccccc1N1CCN(C(=O)CCNS(=O)(=O)c2ccccc2F)CC1
-1.9 | CC(CNC(=O)C1CCCN(S(=O)(=O)N2CCOCC2)C1)c1ccccc1 (stereo not drawn)
1.1 | O=C(O)c1cc(-c2cccnc2)nn1-c1ccccn1
-1.9 | COC(=O)c1ccc2c(c1)N(Cc1ccccc1F)C(=O)c1ccccc1S2=O (stereo not drawn)

Ordered by the number under TbREL1 inh (lowest first): five from the list above
TbREL1 inh | structure
-2.8 | CCN(CC(=O)Nc1ccccc1C(F)(F)F)C(=O)CCSc1ccc(F)cc1
-2.2 | Cc1nn(CC(=O)Nc2ccc(C(=O)N3CCCCC3)cc2)c(=O)c2ccccc12
-1.0 | CCCOc1ccc(N2C(=O)CC(NCc3cccnc3)C2=O)cc1 (stereo not drawn)
0.1 | CCOc1ccccc1N1CCN(C(=O)CCNS(=O)(=O)c2ccccc2F)CC1
1.1 | O=C(OC(C(=O)NC1CCCC1)c1ccccn1)c1cccs1 (stereo not drawn)

Back to the main list, starting 5 compounds before the break.
TbREL1 inh | structure
-1.3 | Cn1c(SCC(=O)c2ccc(F)cc2)nnc1-c1ccccc1N
0.1 | CCOc1ccccc1N1CCN(C(=O)CCNS(=O)(=O)c2ccccc2F)CC1
-1.9 | CC(CNC(=O)C1CCCN(S(=O)(=O)N2CCOCC2)C1)c1ccccc1 (stereo not drawn)
1.1 | O=C(O)c1cc(-c2cccnc2)nn1-c1ccccn1
-1.9 | COC(=O)c1ccc2c(c1)N(Cc1ccccc1F)C(=O)c1ccccc1S2=O (stereo not drawn)
-3.4 | CCOc1ccccc1NC(=S)N1CCCc2ccccc21
1.0 | Cc1nc2c3ccccc3nc(NNC(=O)CCC(=O)NC(C)C)n2n1
-0.5 | O=C1NC[C@H](c2ccccc2)N(CCc2cccc3ccccc23)C1=O
0.2 | O=C(O)c1ccccc1SCc1cn2ccccc2n1
-2.5 | Cn1c(=O)[nH]c(=O)c2c1nc(N1CCCC1)n2CC(O)COc1ccccc1 (stereo not drawn)
0.0 | COCCNC(=O)CSc1nc2ccccc2c(=O)n1CC1CCCO1 (stereo not drawn)
6.0 | O=C(NCc1ccccc1)c1ccc(-c2ccc(F)cc2)o1
-1.4 | CC1CCN(c2ccc(C(=O)O)cc2NS(=O)(=O)c2ccc(C(C)(C)C)cc2)CC1
-5.4 | CCN1C(=O)CC(N2CCC(Nc3ccc(OC)cc3)CC2)C1=O (stereo not drawn)
8.3 | O=C(COC(=O)c1ccccc1F)Nc1cc(S(=O)(=O)N2CCOCC2)ccc1N1CCCC1
5.0 | O=C(Nc1ccccc1)C1CCN(S(=O)(=O)c2ccc3c(c2)OCCO3)CC1
0.5 | CC1(C)Cc2c(sc3nc4n(c(=N)c23)CCCCC4)CO1
6.2 | Cc1ccc2nc(NC(=O)CN3C(=O)NC4(CCCCC4)C3=O)sc2c1
6.8 | COc1ccc(CNC(=O)CNC(c2ccccc2)c2ccccc2)cc1OC
-2.2 | C/C=C(/C)C(=O)Nc1cccc(C2=NOC3(C2)C[C@H](C(N)=O)N(C(=O)c2ccccc2)C3)c1 (stereo partly drawn)
5.6 | CC(C)(Oc1ccc(Cl)cc1)C(=O)NC1CC1
-3.8 | COc1ccc(S(=O)(=O)NCC(=O)N(CC(=O)NCc2ccccc2)Cc2ccco2)cc1
-4.1 | O=C(COc1ncnc2sccc12)Nc1cccc(S(=O)(=O)N2CCOCC2)c1
-0.9 | CCN1C(=NCCOC)N[C@@H](c2ccccc2)[C@H](C(=O)OC)[C@H]1C
0.7 | Cc1ccc(Nc2nc(COC(=O)COc3ccc(C=O)cc3)cs2)cc1
-3.2 | Cc1ccc(C(=O)NNC(=O)CSc2nnc(-c3ccncc3)n2-c2ccc(C)cc2)cc1
-3.2 | COC(=O)C1CN(Cc2ccccc2)CCS(=O)(=O)N1Cc1cccc(Cl)c1 (stereo not drawn)
-1.2 | CN=C(NC)SC1CC(=O)N(c2ccccc2)C1=O (stereo not drawn)
1.5 | CC(O)(c1cccc(F)c1)c1nc(-c2ccc(S(C)(=O)=O)cc2)cs1 (stereo not drawn)
-3.7 | Cc1ccc(OCCn2c(CCNC(=O)c3ccc(F)cc3F)nc3ccccc32)cc1
2.6 | Cc1ccc(C(=O)Nc2cc(Cl)ccc2OC(=O)c2ccc(C)cc2)cc1
4.2 | CC(=O)Nc1ccc(C(=O)COC(=O)C2CC2)c(F)c1
0.2 | COc1ccc(C(=O)CCC(=O)NCCc2c[nH]c3ccccc23)cc1OC
-0.1 | N#C/C(=C\C=C\c1ccccc1)C(=O)N1CCCC1
-2.4 | CCOc1cc2[nH]c(=S)n(CCCN(CC)CC)c(=O)c2cc1OCC

Some of the entries above in another layout.
COC(=O)c1sc(NC(=O)CSc2nnnn2-c2cccc(OC)c2)nc1C
  TbREL1 inh: 2.3

COC(=O)CCC(=O)Nc1ccc(N=Nc2ccccc2)cc1
  TbREL1 inh: -1.9

COCOCCn1cc(CN2CCS(=O)(=O)N(Cc3ccc(-c4ccc(Cl)c(Cl)c4)cc3)C(C)C2=O)nn1 (stereo not drawn)
  TbREL1 inh: -0.3

Next part
TbREL1 inh | structure
-2.3 | Cc1ccc(S(=O)(=O)N(C)C[C@@H]2Oc3ccc(NC(=O)Nc4cccc5ccccc45)cc3C(=O)N([C@H](C)CO)C[C@H]2C)cc1
0.9 | CCOC(=O)c1c(S(=O)(=O)NCc2ccc(OC)cc2)c(C)n(C)c1C
-8.4 | COc1ccc(N2CCN(C(=O)COC(=O)CCc3ccccc3OC)CC2)cc1
-0.5 | COCc1cc(=O)n2[nH]c(-c3ccccc3)cc2n1
-0.4 | O=C(Nc1ccccc1NC(=O)c1ccco1)c1ccco1
-2.1 | CC(C)Cn1c(SCC(=O)Nc2cccnc2Cl)nnc1-c1ccco1
0.9 | Cn1c(/C=N/O)nc2ccccc21
-9.3 | O=C(/C=C/c1cccs1)NC(=S)NNC(=O)c1ccccc1O
3.3 | CCOC(=O)c1ccccc1NC(=O)COC(=O)CCNS(=O)(=O)c1ccccc1
-0.5 | CC(=O)c1ccc(NC(=O)Nc2ccc(NS(=O)(=O)c3ccc(C)cc3)cc2)cc1
2.7 | Cc1ccccc1N(CC(=O)NCc1ccc2c(c1)OCO2)C(=O)C1CSC(=O)C1 (stereo not drawn)
4.6 | COc1ccc(CN(C(=O)c2oc3cc(C)c(C)cc3c2C)C2CCS(=O)(=O)C2)cc1OC (stereo not drawn)
-2.9 | COC(=O)C1=C(C(=O)OC)[C@@H]2N(C)c3ccccc3[C@@]23C[C@@H](C(=O)OC)N(C(=O)c2ccco2)C3=N1
-0.8 | CC1CCCCN1C(=O)COC(=O)c1ccc(N2CCCC2=O)cc1 (stereo not drawn)
1.5 | COc1cc(Cl)c(C)cc1NC(=O)CNC(C)c1ccccc1OC (stereo not drawn)
0.7 | C=C(O[C@H]1[C@H](O)CC=C(C(=O)O)[C@@H]1O)C(=O)O
1.4 | C[C@H]1CC[C@]2(O[C@H](CCO)C[C@@H](O)[C@@H]2O)O1
-4.3 | COc1ccc(NC(=O)C2=C(C)NC(=O)NC2c2cccs2)c(OC)c1 (stereo not drawn)
3.8 | O=C(N/N=C\c1ccccn1)C1COc2cc3ccccc3cc2O1 (stereo not drawn)
4.1 | Cc1cccc(NC(=O)c2oc3c(c2C)C(=O)CC(C)(C)C3)n1
3.0 | CCCCN(C(=O)c1ccccc1OCc1ccc(F)cc1)c1c(N)n(CC(C)C)c(=O)[nH]c1=O
0.3 | COc1ccc(OCCOC(=O)Nc2ccccc2)cc1
-1.5 | CC1(C)C(c2ccco2)=[N+]([O-])C2(CCCCC2=O)N1O (stereo not drawn)
4.0 | O=C(c1ccc(Oc2ccccc2)cc1)C1CCCN(C(=O)c2cnccn2)C1 (stereo not drawn)
7.2 | CCOC(=O)c1sc(C)c2c1NC(C)(c1cccc3ccccc13)NC2=O (stereo not drawn)
5.0 | CCOc1ccc(Cl)cc1S(=O)(=O)NCc1cccnc1
-5.1 | Fc1ccccc1CN1CCCN(C(=S)Nc2cccc(Cl)c2)C1
-0.1 | Cc1ccc(CCNC(=O)CC2Oc3ccc(C)cc3NC2=O)cc1 (stereo not drawn)
-2.6 | COc1ccccc1N1CCN(C(=O)C2CCN(S(=O)(=O)c3ccccc3F)CC2)CC1
-3.7 | COc1ccc(C(=O)N2CCN(c3ccc(C)cc3)CC2)cc1OC
4.5 | CC(C)CC(NS(=O)(=O)c1ccc2c(c1)oc(=O)n2C)C(=O)N1CC=C(c2ccccc2)CC1 (stereo not drawn)
1.9 | O=C(Cn1nc(C(F)(F)F)c2c1CCCC2)NCc1ccco1
-3.6 | Cc1ccc(-n2c(Cc3cccn3C)nnc2SCC(=O)NCc2ccco2)cc1
